# High-throughput results (PubChem BioAssay)
# HP1b binding inh: HTS for Inhibitors of HP1-beta Chromodomain Interactions with Methylated Histone Tails. AID 540317, 2011. Chromobox protein homolog 1 (Homo sapiens), P83916. 390,000 compounds, 0.56% hits. Potency, µM (titrated, usually from 114 µM), for the others: top-dose activity change, negative = inhibition, actives largely listed as inhibitors. AlphaScreen HP1-beta / biotin-H3K9me3 peptide binding; also: nearly all actives have a fitted effect of over 70% in size; inactives centre near 23
# Target sequence (P83916 whole entry, looked up): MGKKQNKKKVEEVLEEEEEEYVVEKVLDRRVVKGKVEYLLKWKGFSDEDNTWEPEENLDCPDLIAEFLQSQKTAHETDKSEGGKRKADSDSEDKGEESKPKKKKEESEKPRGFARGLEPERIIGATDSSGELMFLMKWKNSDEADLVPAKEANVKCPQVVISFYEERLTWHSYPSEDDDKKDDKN
#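 HP1-beta protein (50 nM final) preincubated 30 min at room temperature with biotinylated H3(1-18)K9me3 peptide (50 nM) in PBS pH 7.4, 0.01% Tween-20, then compound added for 30 min. AlphaScreen streptavidin donor/nickel chelate acceptor beads (10 ug/mL final), 30 min dark, luminescence read.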
# ERG-DNA inh: qHTS for Small Molecule Inhibitors of the ERG Ets/DNA interaction; fluorescence polarization, His-ERG Ets domain / labelled DNA; 370,000 compounds, 0.028% hits; Potency, µM (doses to about 76.9 µM), without a hit: top-dose FP activity, negative = inhibition, hits mostly inhibitors; Transcriptional regulator ERG (Homo sapiens), P11308; AID 624246, 2012; active = well fitted inhibition curve with a large enough effect in the polarisation, with a control signal flat; inconclusive = small, poorly fitted or top-dose-only effect, or effect the other way, or a change in a side signal; inactive = no such curve, though single readings can be large or run the other way; the % refers to the polarisation;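 also: polarization taken with two DNA probes labelled with fluorescein and Texas red; % of control where 0% means no effect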
#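 His-tagged ERG Ets domain (1 uM in the protein solution; 300mM KCl, 50mM Tris-HCl, 1mM EDTA, 1mM DTT, pH 7.5) received compound, then a probe mix of 5 nM fluorescein-DNA and 100nM Texas-615-DNA. Fluorescence polarization was read for both dyes.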
# Tb PGK inh: qHTS Assay to Find Inhibitors of Phosphoglycerate Kinase. PGK/GAPDH coupled, Kinase-Glo luminescence, 60 min. Potency, µM (top dose mostly 57.5 µM), for inactives: at the top dose activity change, negative = inhibition, usual class: inhibitors. 380,000 compounds, 0.043% hits; also: % is scaled to controls: 0 for no effect and ±100 for the full control effect; nearly all actives have a fitted effect of over 60% in size
#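 Recombinant glycosomal PGK reaction used 1,3-bisphosphoglycerate generated in-well by GAPDH (100nM final) in 100mM TEA pH 7.6, 5mM MgCl2, 0.01% Tween-20. After 60 minutes at room temperature, ATP was read by Kinase-Glo Plus luminescence end-point.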
# GLS inhibitor: qHTS for Inhibitors of Glutaminase (GLS) | GLS enzymatic activity, qHTS titration | 410,000 compounds, 0.21% hits | AID 624170, 2012 | Potency, µM (titrated, usually from 45.5 µM), for the others: at the top dose activity change, negative = inhibition, usual class: inhibitors | Glutaminase kidney isoform, mitochondrial (Homo sapiens), O94925; also: % is scaled to controls: 0 for no effect and ±100 for the full control effect
#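 Human kidney-isoform GLS in 45 mM KH2PO4 pH 8.2, 0.02% Tween-20, with compound, started with 1mM L-Glutamine (added stock). Glutamate oxidase/HRP/Amplex red coupled fluorescence read at start and after 30 min at RT.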
# Pin1 inhibitor: qHTS Assay to Find Inhibitors of Pin1. Pin1 FP peptide displacement, HiFluor488, 10 min. Potency, µM (series often up to 115 µM), for the others: at the top dose activity, negative = inhibition, hits mostly inhibitors. 390,000 compounds, 0.009% hits; active = well fitted inhibition curve with a large enough effect in the polarisation, with a control signal flat, not every such curve was filed as active; inconclusive = small, poorly fitted or top-dose-only effect, or effect the other way, or a change in a side signal; inactive = no such curve, though single readings can be large or run the other way; the % refers to the polarisation; also: % is scaled to controls: 0 for no effect and ±100 for the full control effect
# RGS4 inhibitor: Inhibitors of Regulator of G Protein Signaling (RGS) 4: qHTS; Regulator of G-protein signaling 4 (Homo sapiens), P49798; Transcreener GDP fluorescence polarization, RGS4-accelerated GTP hydrolysis; Potency, µM (titrated, usually from 114 µM), inactives show at the top dose activity change, negative = inhibition, usual class: inhibitors; 390,000 compounds, 0.039% hits; also: % is scaled to controls: 0 for no effect and ±100 for the full control effect; nearly all actives have a fitted effect of over 75% in size; some results filed as inactive show a strong effect at the top dose
# Target sequence (P49798 whole entry, looked up): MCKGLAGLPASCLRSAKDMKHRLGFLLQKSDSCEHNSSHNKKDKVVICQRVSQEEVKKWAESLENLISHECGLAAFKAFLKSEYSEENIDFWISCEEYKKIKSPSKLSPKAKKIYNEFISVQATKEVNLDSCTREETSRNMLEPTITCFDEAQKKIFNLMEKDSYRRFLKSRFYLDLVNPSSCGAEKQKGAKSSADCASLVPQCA
#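 MLSMR compounds (23 nl, pin-transferred) preincubated 10 min at room temperature with a 500nM (2x) first reagent, then RGS4 at 900nM (2x) plus Transcreener GDP mix added; fluorescence polarization (620/688 nm) read before and after 90 min at 30 °C.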
# JMJD2A Tudor inh: qHTS Assay for Inhibitors of JMJD2A-Tudor Domain. Potency, µM (highest dose often 114 µM), for the others: at the top dose activity change, negative = inhibition, hits mostly inhibitors. 390,000 compounds, 4.4% hits. AlphaScreen JMJD2A-Tudor / H3K4me3 peptide binding. AID 504339, 2011. Lysine-specific demethylase 4A (Homo sapiens), O75164; also: % is scaled to controls: 0 for no effect and ±100 for the full control effect; nearly all actives have a fitted effect of over 50% in size
# 12-LOX inh: Primary qHTS assay for inhibitors of human arachidonate 12S-lipoxygenase (ALOX12): Round 2; purified 12hLO, xylenol orange hydroperoxide absorbance; 580,000 compounds, 1.1% hits; Polyunsaturated fatty acid lipoxygenase ALOX12 (Homo sapiens), P18054; Potency, µM (series often up to 108 µM), for the others: at the highest dose activity change, negative = inhibition, hits mostly inhibitors; AID 1671190, 2021; also: % is scaled to controls: 0 for no effect and ±100 for the full control effect
# Target sequence (P18054 whole entry, looked up): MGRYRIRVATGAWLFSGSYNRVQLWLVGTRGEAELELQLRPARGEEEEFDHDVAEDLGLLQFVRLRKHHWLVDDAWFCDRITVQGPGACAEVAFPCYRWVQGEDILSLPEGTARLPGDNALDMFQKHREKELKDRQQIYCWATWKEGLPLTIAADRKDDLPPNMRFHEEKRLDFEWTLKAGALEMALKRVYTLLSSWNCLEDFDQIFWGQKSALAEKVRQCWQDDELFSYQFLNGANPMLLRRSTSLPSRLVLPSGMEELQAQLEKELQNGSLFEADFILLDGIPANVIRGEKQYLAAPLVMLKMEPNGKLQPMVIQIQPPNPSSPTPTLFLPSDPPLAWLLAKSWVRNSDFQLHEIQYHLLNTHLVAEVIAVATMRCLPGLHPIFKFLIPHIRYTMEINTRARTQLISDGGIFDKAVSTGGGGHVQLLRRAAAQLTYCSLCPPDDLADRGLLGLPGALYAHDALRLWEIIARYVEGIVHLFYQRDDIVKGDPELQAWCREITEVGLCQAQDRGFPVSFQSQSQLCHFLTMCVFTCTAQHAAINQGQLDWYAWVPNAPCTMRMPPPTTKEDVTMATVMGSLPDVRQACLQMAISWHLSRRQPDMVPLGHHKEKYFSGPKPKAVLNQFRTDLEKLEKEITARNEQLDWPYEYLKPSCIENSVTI
#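 Purified human 12hLO at 150 nM in 25 mM Hepes, 0.01% Triton X-100, pH 7.0, preincubated 15 min at room temperature with compound. Reaction started with 40 uM arachidonic acid, 30 min at room temperature. Hydroperoxide measured by Fe-xylenol orange, 573/405 nm absorbance ratio.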
# TrxR1 inh: qHTS Assay for Inhibitors of Mammalian Selenoprotein Thioredoxin Reductase 1 (TrxR1): qHTS; 390,000 compounds, 1% hits; recombinant rTrxR1, NADPH fluorescence consumption, selenite substrate; Potency, µM (highest dose often 114 µM), without a hit: at the highest dose activity change, negative = inhibition, hits mostly inhibitors; Thioredoxin reductase 1, cytoplasmic (Rattus norvegicus), O89049; also: % is scaled to controls: 0 for no effect and ±100 for the full control effect; nearly all actives have a fitted effect of over 65% in size
#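 Rat TrxR1 (90 nM in the dispensed reagent) was pre-reduced with 400 uM NADPH for 5 min at room temperature, then incubated with compound for 15 min. After 400 uM selenite was added, NADPH fluorescence (Ex 340/Em 450 nm) was followed for 8 min.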
# * hit, by the source's call; i = inactive; ? = inconclusive; nt = not tested or not shown; & = joins results of further samples; [ ] = remark or other dose. Unless noted, calls follow the shape of the dose curve; as a rule, active = well fitted curve in the direction sought with a large enough effect; inconclusive = small, poorly fitted or top-dose-only effect, or another doubt; inactive = no such curve, though single readings can be large; an effect the other way counts as inactive or inconclusive. Potency is read from the fitted curve at half-maximal effect. Some of the compounds tested; rates above refer to the full screens.
# Start of the data: the first 3 records as a preview:
Pin1 inhibitor,RGS4 inhibitor,GLS inhibitor,Tb PGK inh,HP1b binding inh,JMJD2A Tudor inh,TrxR1 inh,ERG-DNA inh,12-LOX inh,compound
-9%,-20%,-13%,-9%,23%,-19%,8%,9%,-7%,O=C(c1cccc(S(=O)(=O)N2CCOCC2)c1)N(Cc1ccco1)Cc1cccs1
1%,14%,-4%,-2%,44%[activator],-15%,9%,-10%,-13%,O=C(COC(=O)c1cncc(Br)c1)NCc1cccs1
12%,-48%,1%,-2%,68%[activator],-2%,?,-6%,nt,CCOC(=O)C1=C(C2=CCCCC2)c2ccc(OC)cc2N(S(=O)(=O)C(F)(F)F)C1C(=O)OCC (stereo unspecified)

# Main list, previewed entries included:
Pin1 inhibitor,RGS4 inhibitor,GLS inhibitor,Tb PGK inh,HP1b binding inh,JMJD2A Tudor inh,TrxR1 inh,ERG-DNA inh,12-LOX inh,compound
-9%,-20%,-13%,-9%,23%,-19%,8%,9%,-7%,O=C(c1cccc(S(=O)(=O)N2CCOCC2)c1)N(Cc1ccco1)Cc1cccs1
1%,14%,-4%,-2%,44%[activator],-15%,9%,-10%,-13%,O=C(COC(=O)c1cncc(Br)c1)NCc1cccs1
12%,-48%,1%,-2%,68%[activator],-2%,?,-6%,nt,CCOC(=O)C1=C(C2=CCCCC2)c2ccc(OC)cc2N(S(=O)(=O)C(F)(F)F)C1C(=O)OCC (stereo unspecified)
9%,9%,20%,-5%,17%,-14%,3%,15%,-27%,CC(C)(C)c1[nH]nc2c1C(c1ccsc1)C(C#N)=C(N)O2 (stereo unspecified)
4%,-22%,37%[activator],2%,?,?,6%,-10%,-26%,COc1cc(/C=N/Nc2cccc3cccnc23)cc(OC)c1O
-1%,13%,1%,0%,58%[activator],-5%,21%,9%,-12%,C=CC[C@@H](CC(=O)N[C@@H](CO)Cc1ccccc1)C(=O)N[C@H](COC(=O)[C@H](CC=C)CC(=O)OC(C)(C)C)Cc1ccccc1
31%[activator],?,7%,-7%,-3%,?,6%,9%,-16%,CCCC(=O)Nc1nc(C)c(-c2csc(Nc3ccccc3C)n2)s1
1%,7%,0%,-3%,25%,-10%,16%,-9%,0%,COc1ccc(S(=O)(=O)N(C)C)cc1NC(=O)CCNC(=O)c1ccccc1OC
0%,-1%,7%,-6%,57%[activator],-2%[57.1 µM],-11%,-9%,-1%,CCCS(=O)(=O)c1c(S(=O)(=O)CCC)c2cc(CC)ccn2c1C(=O)OC
-7%,-1%,0%,i,33%,-9%,14%,3%,4%,CCOC(CCNC(=O)c1cc2c(=O)[nH]c3ccccc3c2s1)OCC
4%,14%,-3%,i,37%,-12%,6%[57.1 µM],0%,21%,CCCc1nc(SCC(=O)Nc2ccccc2)c2c(=O)n(C)c(=O)n(C)c2n1
-1%,-12%,-2%,-2%,24%,-15%,29%,-1%,0%,Cc1cc(C)cc(OCc2nnc(N)s2)c1
2%,-41%,13%,-3%,12%,-25%,13%,-4%,?,Cc1ccc2[nH]c(=O)c(NC(N)=S)nc2c1
-11%,22%,0%,-7%,35%,-19%,-3%,-4%,9%,COc1cccc(/C=C/C(=O)NNC(=O)c2ccncc2)c1
-7%,-10%,-3%,-10%,19%,-6%,3%,4%,16%,CC(C)(CO)NCC(O)COc1ccc2c(c1)CCC2 (stereo unspecified)
3%,-5%,4%,-8%,19%,-12%,23%,-6%,-12%,C[C@@]12CCC3[C@@](CCC4[C@@]3(C)CCC[C@@]4(C)C(=O)Nc3ccc(Cl)cc3)(CC1=O)C2 (stereo partly specified)
-4%,-15%,0%,4%,21%,-7%,24%,2%,-1%,CCOC(=O)c1[nH]ncc1CN1CCCC(C(=O)c2cc(Cl)ccc2OC)C1 (stereo unspecified)
6%,-4%,2%,9%,-16%,?,23%,11%,?,COc1ccc(NC(=O)NC(C)c2c(-n3cccc3)sc3c2CCN(C)C3)c(OC)c1 (stereo unspecified)
-2%,31%,3%,-7%,36%,-22%,20%,9%,-21%,O=C(OCC(=O)N1CCN(c2ccccc2)CC1)c1cc(Br)ccc1Cl
3%,14%,1%,-6%,33%[activator],8%,21%,-7%,-12%,COc1ccc(C(=O)C2CCCN(C(=O)c3cnsn3)C2)c(C)c1 (stereo unspecified)
-4%,-19%,-4%,-3%,32%,5%,7%,0%,0%,CCc1ccccc1NC(=O)c1cnn(-c2ccc(F)cc2)c1C1CCNCC1
-1%,3%[56.9 µM],-2%,i,40%[activator],-15%[57.1 µM],11%,1%,0%,Cc1cc(NC(=O)CSc2nc3ccc(Cl)cc3[nH]2)no1
17%,-25%,5%,-9%,3%,?,?,7%,11%,COc1ccc(N=C2SC(CC(=O)Nc3ccccc3OC)C(=O)N2Cc2ccco2)cc1 (stereo unspecified)
12%,15%,-2%,3%,10%,8%,22%,-1%,11%,COc1cc(/C=N/NC(N)=O)cc(Br)c1OCc1ccccc1C
-3%,-4%,1%,3%,47%[activator],-1%,28%,10%,nt,CCCCc1nc(C(N)=O)c2[nH]c(=O)n(-c3ccccc3F)c2n1
0%,-17%,7%,-2%,52%[activator],-11%,0%,-9%,0%[57.4 µM],CC(=O)Nc1ccc(NC(=O)C(C)OC(=O)CN(C)S(=O)(=O)c2ccc(Cl)cc2)cc1 (stereo unspecified)
0%,25%,1%,1%,12%,-18%,-8%,1%,4%,CSCCC(NC(=O)COc1ccccc1)C(=O)NCC1COc2ccccc2O1 (stereo unspecified)
3%,?,?,-5%,0%,?,8%[57.1 µM],3%,-7%,O=C(NCC(=O)N1CCCCCC1)c1ccc(Cl)cc1
-4%,-7%,5%,-3%,4%,-15%,13%,12%,-23%&-29%,Cc1nc(-c2ccc(F)cc2)c(CC(=O)N2CCN(S(=O)(=O)c3cccc(Cl)c3)CC2)s1
?,-4%[56.9 µM],11%&0%,0%,16%,4%,11%[57.1 µM],-13%,5%,O=C1CCC(c2ccc(-n3ccnc3)cc2)=NN1
-2%,-7%,2%,-1%,47%[activator],-4%,-15%,4%,3%,O=C(CCN1C(=O)/C(=C/c2ccc(Cl)cc2)SC1=S)NCCCn1ccnc1
2%,-5%,9%,24%,22%,-1%,21%,-12%,12%,COc1ccc(S(=O)(=O)N2CCC(C(=O)NCCc3ccccc3)CC2)cc1OC
2%,6%,8%,0%,19%,-2%,-9%,20%,0%,O=C(NC1CCCCCC1)c1ccc(CS(=O)(=O)Cc2ccc(F)cc2)o1
21%,?,?,?,?,56µM*,45µM*,19%,25µM*,O=C1C(=Cc2ccco2)CCCC1=Cc1ccco1
8%,-23%[56.9 µM],-14%,-6%,80%[activator],-8%,18%,1%,3%,CCc1ccc(C(C)(O)C(CN2CCOCC2)c2ccccc2)cc1 (stereo unspecified)
-1%,-11%,2%,-10%,30%,-17%,-20%,1%,-7%,O=C(COC(=O)C1=COCCO1)NC1CCCCCCC1
1%,35%,0%,4%,55%[activator],-8%,-43%,3%,?,COc1ccc(NC(=O)CN2CCN(CC(=O)Nc3cc(OC)cc(OC)c3)CC2)cc1
-12%,-1%,-1%,-2%,34%,-3%,12%,12%,-3%,COc1ccccc1-n1nnnc1SCC(=O)N1CCCC1=O
4%,-10%,4%,1%,27%,-10%,25%,-7%,-7%&2%,CCOc1ccccc1NC(=O)c1cc(-c2ccccn2)nc2ccccc12
-1%,-16%,-3%,-2%,33%,-5%,18%,6%,0%,COc1ccc(NC(=O)C(CCS(C)(=O)=O)N2C(=O)c3ccccc3C2=O)cc1 (stereo unspecified)
7%,7%,12%,-4%,32%,9%,-6%,-2%,?,Oc1cccc2ccc(/C=C/c3cccs3)nc12
5%,-12%,16%,i,29%,-13%,11%[57.1 µM],1%,3%,CCN(CC)C(=O)CSc1nc2cc3c(cc2c(=O)n1Cc1ccco1)OCO3
-13%,-12%,5%,3%,39%[activator],-6%,-6%,5%,43%[activator],COc1ccc(Cl)cc1S(=O)(=O)NCCCn1ccnc1
0%,-18%,5%,-11%,-23%,?,-2%,5%,?,Cc1cc(Cl)ccc1NC(=O)COC(=O)c1cc([N+](=O)[O-])ccc1N1CCOCC1
2%,-3%,7%,i,9%,-1%,18%,2%,3%,CCOC(=O)c1cc2c(=O)n3ccccc3nc2n(CC2CCCO2)c1=NC(=O)c1ccccc1OCC (stereo unspecified)
-1%,5%,-1%,-4%,35%[activator],-4%,26%,2%,9%,COc1ccc(NC(=O)C(=O)Nc2cccc3cccnc23)c(OC)c1
-4%,31%,2%,-4%,30%,-10%,17%,3%,-14%,CS(=O)(=O)c1ccc(Cl)c(NC(=O)CSc2nc3ccccc3c(=O)n2Cc2ccco2)c1
